DUSP3 inh: inhibitors of human VHR1 phosphatase (DUSP3) | P51452 | AID 1654 | inhibition, % at 13.3 µM | 0.52% of 290,000 active | recombinant VHR phosphatase, pNPP absorbance; in the data active = inhibition above about 50%; also: some compounds called inactive have numbers as strong as hits
Target sequence (P51452 whole entry, looked up): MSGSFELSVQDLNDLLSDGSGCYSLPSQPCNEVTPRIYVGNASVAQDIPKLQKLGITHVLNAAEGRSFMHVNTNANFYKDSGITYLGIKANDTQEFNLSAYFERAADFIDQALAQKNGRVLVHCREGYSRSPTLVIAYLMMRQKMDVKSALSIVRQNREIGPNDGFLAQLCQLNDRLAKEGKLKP
FadD28 binding: blocks FadD28 binding to the bisubstrate probe; inhibition, % at 12.5 µM; 0.22% of 360,000 active; fluorescence polarization; in the data active = inhibition above about 8.5%, passing the limit was not always enough; inconclusive = no clear call, values can overlap the other calls
Rv3671c inh: inhibits the M. tuberculosis serine protease Rv3671c. inhibition, % at 5.96 µM. P9WHR9. 0.048% of 320,000 active; in the data active = inhibition above about 38%;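 also: extracellular domain of Rv3671c used as enzyme; 0% = enzyme with DMSO and 100% = no enzyme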
Target sequence (P9WHR9 whole entry, looked up, the tested form may be a part): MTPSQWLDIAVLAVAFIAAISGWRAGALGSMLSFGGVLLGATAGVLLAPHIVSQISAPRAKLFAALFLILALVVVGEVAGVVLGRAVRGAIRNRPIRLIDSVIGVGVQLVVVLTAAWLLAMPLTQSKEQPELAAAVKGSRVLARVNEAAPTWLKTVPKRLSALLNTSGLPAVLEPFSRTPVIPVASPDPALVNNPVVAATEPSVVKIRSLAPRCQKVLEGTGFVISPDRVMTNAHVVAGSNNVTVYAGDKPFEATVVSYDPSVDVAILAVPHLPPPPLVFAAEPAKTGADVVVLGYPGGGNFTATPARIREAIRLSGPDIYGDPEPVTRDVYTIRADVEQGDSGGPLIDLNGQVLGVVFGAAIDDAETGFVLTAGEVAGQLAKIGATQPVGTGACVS
MazF activator: MazEF (E. coli) toxin RNase activation; FAM/BHQ RNA-DNA oligo cleavage fluorescence, 5 h; activation, % at 20 µM; 0.32% of 350,000 active; AID 504720; in the data active = activation above about 50%
Target sequence (P0AE70 whole entry, looked up): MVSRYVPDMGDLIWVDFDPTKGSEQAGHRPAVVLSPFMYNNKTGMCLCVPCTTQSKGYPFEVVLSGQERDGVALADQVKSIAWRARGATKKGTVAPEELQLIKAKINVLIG
BioA inh: inhibitors of Mycobacterium tuberculosis BioA enzyme | purified M. tuberculosis BioA enzyme, plate reader | 0.096% of 360,000 active | inhibition, % at 9.99 µM; in the data active = inhibition above about 40%; inconclusive = no clear call, values can overlap the other calls
GDH-TPI counter: counter-screen for M. tuberculosis FBA inhibitors: GDH-TPI coupled enzymes | GDH-TPI coupled enzyme counterscreen, NADH absorbance | inhibition, % at 4.8 µM | 1.2% of 360,000 active | AID 588335;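 also: 0% = DMSO wells and 100% = wells lacking the enzyme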
UGM FP inh: inhibitors of M. tuberculosis UDP-galactopyranose mutase; inhibition, % at 10 µM; P9WIQ1; purified UGM, fluorescence polarization probe displacement; 0.06% of 320,000 active; AID 504406; in the data active = inhibition above about 10%, passing the limit was not always enough; inconclusive = no clear call, values can overlap the other calls
CCHF vOTU inh: blocks the CCHF virus ovarian tumor domain protease | CCHFV vOTU protease, Pep-AMC fluorescence | inhibition, % at 11.5 µM | 0.55% of 370,000 active; also: 0% = vehicle wells with enzyme and 100% = no enzyme wells
BoNT F protease: BoNT F light chain protease inhibition; Multiplex microsphere protease cleavage assay, flow cytometry; inhibition, % at 10 µM; 0.22% of 360,000 active; AID 588497; in the data active = inhibition above about 35%, passing the limit was not always enough; inconclusive = no clear call, values can overlap the other calls; also: plate controls were buffer without enzyme for full effect and enzyme alone for no effect
FBA Mtb inh: inhibitors of M. tuberculosis fructose-bisphosphate aldolase; P9WQA3; purified M. tuberculosis FBA, fluorescence read-out; inhibition, % at 1 µM; 2.3% of 360,000 active; in the data active = inhibition above about 27%;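 also: 0% = vehicle and 100% = reference inhibitor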
Target sequence (P9WQA3 whole entry, looked up): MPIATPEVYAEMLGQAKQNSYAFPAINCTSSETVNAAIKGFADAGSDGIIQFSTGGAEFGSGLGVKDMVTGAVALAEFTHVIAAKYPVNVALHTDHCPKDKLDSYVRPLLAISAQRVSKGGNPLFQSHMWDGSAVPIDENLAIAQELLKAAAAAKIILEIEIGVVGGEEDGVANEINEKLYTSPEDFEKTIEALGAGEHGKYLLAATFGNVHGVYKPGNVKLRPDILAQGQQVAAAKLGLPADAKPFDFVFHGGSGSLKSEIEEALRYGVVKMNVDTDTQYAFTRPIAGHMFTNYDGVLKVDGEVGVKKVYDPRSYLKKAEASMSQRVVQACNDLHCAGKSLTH
The depositor's hits bear a star; ? = inconclusive; . = not tested or not shown; + = active, no number; & = joins results of further samples. Rule as the data show it, unless noted: active = inhibition above about 30%; inactive = the rest. Rows are unselected, and some 4.9% of all compounds hit somewhere here.

SMILES | DUSP3 inh | FadD28 binding | Rv3671c inh | MazF activator | BioA inh | GDH-TPI counter | UGM FP inh | CCHF vOTU inh | BoNT F protease | FBA Mtb inh
COc1cccc(NC(=O)Nc2nc(-c3ccc(OC)c(OC)c3)cs2)c1 | 25 | -0.9 | 7 | -11 | 0.1 | 0 | -1.4 | -15 | -3 | 0
CCOc1ccccc1Oc1c(C)oc2c(CN3CCN(C)CC3)c(O)ccc2c1=O | 29 | 0.7 | 4 | 2 | -1.0 | 42* | -2.4 | -222 | 1 | 138*
CCOP(=O)(OCC)C(NC(=O)c1ccc(OC)cc1)C(Cl)(Cl)Cl (stereo not drawn) | 0 | -2.4 | -2 | 10 | . | 8 | -0.5 | -7 | -2 | -1
CCOc1cc(C(=S)N2CCOCC2)ccc1OC(=O)c1cccc(C)c1 | -3 | -1.0 | 0 | 1 | 0.3 | -11 | 4.8 | -9 | ? | 4
COc1ccc(C(=O)Nc2ccccc2C(=O)N(Cc2ccco2)C(C(N)=O)C(C)C)cc1 (stereo not drawn) | 17 | -4.3 | 5 | -13 | -2.8 | 10 | -1.0 | 0 | 3 | 1
Cc1ccc(OCc2nnc(N)s2)cc1 | 16 | -0.8 | -2 | -2 | . | 5 | 1.5 | -6 | -5 | 0
Cc1onc(-c2ccccc2)c1C(=O)N/N=C/c1ccccc1OC(C)C | -14 | 0.0 | -5 | 4 | 0.9 | 8 | 0.5 | 10 | 0 | 2
Cc1cc(C)nc(NC(=O)c2c(-c3c(Cl)cccc3Cl)noc2C)n1 | 14 | -0.7 | 3 | -4 | -0.6 | 15 | -2.8 | 0 | 3 | 1
Cc1cc(=O)oc2cc(OCC(=O)N3CCN(C(C)c4ccccc4)CC3)c(Cl)cc12 (stereo not drawn) | . | -1.7 | 3 | 4 | 0.6 | 3 | -0.1 | -234 | -11 | +
N#CNC(=Nc1ccccc1F)SCc1ccc(C(=O)O)cc1 | -3 | -2.2 | -2 | 14 | . | -1 | -1.3 | -7 | -5 | 2
O=[N+]([O-])c1ccccc1-c1ccc(C(=S)N2CCCC2)o1 | -13 | 1.5 | -7 | 3 | -0.7 | -1 | 0.4 | 30* | 8 | 4
CSc1nc(Cl)cc(Nc2ccccc2N)n1 | 20 | -1.2 | 4 | 4 | 5.9 | -2 | -3.5 | -13 | -6 | -4

Two compounds from above, reduced to BoNT F protease, FadD28 binding and GDH-TPI counter:
mol,BoNT F protease,FadD28 binding,GDH-TPI counter
Cc1ccc(OCc2nnc(N)s2)cc1,-5,-0.8,5
Cc1onc(-c2ccccc2)c1C(=O)N/N=C/c1ccccc1OC(C)C,0,0.0,8

Going on with the list:
SMILES | DUSP3 inh | FadD28 binding | Rv3671c inh | MazF activator | BioA inh | GDH-TPI counter | UGM FP inh | CCHF vOTU inh | BoNT F protease | FBA Mtb inh
COc1ccc(N=c2oc3ccc(OC)cc3cc2-c2nc3ccccc3[nH]2)cc1 | 25 | 0.4 | -6 | -3 | -2.2 | 6 | -2.0 | -10 | 1 | 0
O=S(=O)(Nc1cccc(-n2cnnn2)c1)c1cnc(Cl)c(Cl)c1 | -4 | -1.0 | -6 | -3 | -0.9 | 5 | 3.7 | 8 | -3 | 2
O=S(=O)(Cc1ccc(Cl)cc1)N1CCCC1 | 0 | -1.8 | 4 | 8 | 1.5 | 7 | 0.6 | 10 | -6 | 0
COc1cc2cc(C(N)=O)c(N)nc2cc1OC | 28 | ? | 1 | -5 | -0.6 | -2 | 3.6 | -204 | 1 | +
COc1cc(/C=N/NC(=O)c2ccncc2)ccc1OCc1cnc(Cl)s1 | 30 | -2.0 | -2 | 6 | -3.7 | 23 | -0.5 | -1 | -6 | 3
CC1Cc2ccccc2N1CC(=O)NC(=O)NC1CCCCC1 (stereo not drawn) | 21 | -2.4 | 6 | 5 | . | -2 | 0.3 | 31* | -4 | -2
CCOC(=O)c1cccnc1SCC(=O)Nc1ccc(C)cc1 | 34 | -4.8 | 2 | -6 | . | -4 | 1.8 | -9 | -5 | 7
CCCCn1c(N)c(N(CC(C)C)C(=O)CCNC(=O)c2ccccc2Cl)c(=O)[nH]c1=O | . | -1.7 | -5 | 2 | . | 2 | 1.7 | -5 | 11 | 2
OCCCNc1ncnc2[nH]ncc12 | . | 0.4 | . | 10 | -0.5 | -5 | . | -4 | 2 | 0
CC(NC(=O)C1CCN(C(=O)Nc2ccccc2)CC1)c1ccc(Cl)cc1 (stereo not drawn) | . | . | 8 | 5 | 0.0 | 1 | 3.7 | 6 | 1 | -3
O=C(OCC(=O)N1CCc2ccccc21)c1ccc([N+](=O)[O-])o1 | . | -1.1 | -24 | 2 | -3.1 | 14 | 0.8 | 40* | 2 | -1
CCOc1cc(NC(=O)CC(C)C)c(OCC)cc1NC(=O)CCn1nnc2ccccc21 | 0 | -3.1 | -2 | -2 | 0.6 | 0 | -0.8 | -3 | -5 | 1
Cc1cc(C)cc(NC(=O)CN(C)CC(=O)N(CC(C)C)c2c(N)n(CC(C)C)c(=O)[nH]c2=O)c1 | . | -3.5 | 2 | 5 | -2.2 | 2 | -1.2 | 35* | -10 | 1
CCOc1ccccc1N1CC(C(=O)Nc2cccc(S(=O)(=O)N3CCCCC3)c2)CC1=O (stereo not drawn) | -15 | -4.5 | 3 | 5 | 1.6 | -2 | 1.4 | 1 | -1 | 0
O=C(NCCCN1CCCCCC1)c1ccc2c(Cl)c3c(nc2c1)CCCC3 | 14 | -1.6 | -1 | 5 | . | 2 | -0.6 | -1 | -27 | 1
Cc1ccc(Nc2cc(=O)[nH]c(=O)[nH]2)c(C)c1 | 15 | -4.5 | 17 | 7 | . | -8 | -1.6 | -6 | 0 | -1
O=c1cc(-c2ccsc2)oc2cc(-c3ccc4c(c3)OCO4)ccc12 | . | 0.8 | -19 | -3 | -0.3 | 3 | 3.6 | 3 | -11 | 0
O=C(OCC(=O)N1CCCCCC1)c1cnc(Cl)c(Cl)c1 | . | -3.8 | -10 | 6 | -0.5 | -5 | . | 2 | -3 | -2
CS(=O)(=O)c1ccc(C(=O)Nc2cccc(-c3nc4ccccc4[nH]3)c2)cc1 | 14 | -11 | -47 | 11 | -1.3 | 3 | -0.1 | 13 | 0 | 6
COc1cccc(-c2cc3c(c4c2ccn4C)C2CCC3C2)c1 (stereo not drawn) | . | -0.3 | . | . | 0.3 | . | . | 5 | -22 | 8
COC(=O)c1cc(N2CCNCC2)nc2ccccc12 | -9 | -2.1 | -2 | -11 | -2.2 | 5 | -1.2 | -37 | -36 | 13
Cc1ncc([N+](=O)[O-])n1CCOC(=O)NC(NCc1ccccc1)C(Cl)(Cl)Cl (stereo not drawn) | 36 | -3.4 | 0 | 7 | . | 11 | 1.5 | -2 | 1 | 0
CC(=O)Nc1cc2c(cc1Br)OCCO2 | -10 | -2.0 | -3 | 5 | -1.8 | 3 | -0.6 | 4 | 3 | -3
CCOc1ccc(OCC)c(C2C(C#N)=C(N)N(c3cccnc3)C3=C2C(=O)CC(C)(C)C3)c1 (stereo not drawn) | 6 | -1.8 | 3 | 6 | 11 | 14 | 1.7 | 5 | -14 | -2
O=C(NCCCn1ccnc1)/C(=C/c1ccccc1)NC(=O)c1ccccc1 | 0 | -0.3 | 8 | 4 | . | 1 | 0.3 | -21 | -1 | 4
Cc1sc2ccccc2c1CNC[C@H]1O[C@@H](n2ccc(=O)[nH]c2=O)[C@H](O)[C@@H]1O | . | -0.6 | . | . | 0.3 | . | . | -6 | -7 | 1
CCC(=O)N1CCN(c2ccc(Cl)cc2NC(=O)c2ccc3c(c2)OCCO3)CC1 | 1 | -3.2 | -10 | 3 | . | 2 | 0.9 | -3 | -2 | 0
CCOc1ccccc1N1CCN(C(=S)Nc2ccc(S(=O)(=O)Nc3ncccn3)cc2)CC1 | -6 | -1.1 | 0 | -4 | 1.3 | -2 | 3.1 | 18 | -4 | -3
c1cncc(-c2nc(NCC3COc4ccccc4O3)c3ccccc3n2)c1 (stereo not drawn) | 35 | -0.6 | -27 | -6 | -1.2 | 5 | 0.6 | 4 | -8 | 5
CC(C)C(=O)N1CCN(c2ccc(NC(=O)COc3ccccc3[N+](=O)[O-])cc2)CC1 | 47 | -2.7 | 0 | 1 | -0.4 | 9 | 3.0 | 1 | -1 | 2
CN(C)C(=O)N1CCC(C(=O)NCc2ccc(F)cc2)CC1 | 38 | -2.3 | 1 | -2 | 1.0 | -12 | -0.1 | -6 | -4 | 3
O=C(Nc1ccccc1)c1cc(C2CCCN(C(=O)OCc3ccccc3)C2)on1 (stereo not drawn) | . | -1.4 | . | . | -2.1 | 8 | . | 7 | -4 | 0
COc1cccc(CNC(=O)CCn2ccc3cc(S(=O)(=O)N4CCCC4)ccc32)c1 | 1 | -1.3 | -7 | -8 | -0.2 | 7 | 0.3 | 10 | -3 | 2
Cc1nc2nc(C)c(CCC(=O)Nc3ccc4c(c3)OCO4)c(C)n2n1 | 8 | -1.6 | 2 | 6 | -1.3 | 0 | 1.5 | 22 | -2 | 0
CCCC[C@@H]1CNCCN1CCc1cccc2ccccc12 | . | -2.3 | 5 | 1 | -0.4 | 4 | 3.7 | -4 | -7 | 4
O=c1[nH]nc(-c2ccc(F)cc2)cc1Cc1cccs1 | -8 | -0.9 | -6 | -6 | . | 14 | -0.3 | -7 | ? | -2

Compound profiles (already shown). Values in the order: DUSP3 inh | FadD28 binding | Rv3671c inh | MazF activator | BioA inh | GDH-TPI counter | UGM FP inh | CCHF vOTU inh | BoNT F protease | FBA Mtb inh
CCOP(=O)(OCC)C(NC(=O)c1ccc(OC)cc1)C(Cl)(Cl)Cl (stereo not drawn) in the list: 0 | -2.4 | -2 | 10 | . | 8 | -0.5 | -7 | -2 | -1
O=S(=O)(Cc1ccc(Cl)cc1)N1CCCC1 in the list: 0 | -1.8 | 4 | 8 | 1.5 | 7 | 0.6 | 10 | -6 | 0
Cc1ncc([N+](=O)[O-])n1CCOC(=O)NC(NCc1ccccc1)C(Cl)(Cl)Cl (stereo not drawn) in the list: 36 | -3.4 | 0 | 7 | . | 11 | 1.5 | -2 | 1 | 0
Cc1sc2ccccc2c1CNC[C@H]1O[C@@H](n2ccc(=O)[nH]c2=O)[C@H](O)[C@@H]1O in the list: . | -0.6 | . | . | 0.3 | . | . | -6 | -7 | 1
CC(NC(=O)C1CCN(C(=O)Nc2ccccc2)CC1)c1ccc(Cl)cc1 (stereo not drawn) in the list: . | . | 8 | 5 | 0.0 | 1 | 3.7 | 6 | 1 | -3

Going on with the list.
SMILES | DUSP3 inh | FadD28 binding | Rv3671c inh | MazF activator | BioA inh | GDH-TPI counter | UGM FP inh | CCHF vOTU inh | BoNT F protease | FBA Mtb inh
COc1ccccc1N(CC(=O)NC1CCCC1)C(=O)c1csnn1 | 17 | 0.3 | -4 | 6 | -4.8 | 0 | 0.6 | 3 | -1 | 1
CN(C(=O)c1ccc2c(c1)OCO2)C1(C(=O)NC2CCCC2)CCCCC1 | 1 | -3.7 | 1 | 4 | -1.2 | -2 | 3.1 | 5 | -14 | 2
O=C(CN1CCN(S(=O)(=O)c2ccc(Br)cc2)CC1)N/N=C/c1cccnc1 | 6 | 0.4 | 2 | 2 | 7.2 | 3 | -0.6 | -20 | -4 | -2
CCc1ccc(/C=C/C(=O)c2ccc(S(=O)(=O)N(C)C)cc2)cc1 | -9 | -2.0 | -17 | 1 | . | 9 | 3.2 | -11 | -13 | 0
C[C@H](CO)N1C[C@H](C)[C@@H](CN(C)C(=O)c2ccc3ccn(C)c3c2)OCc2cn(nn2)CCCC1=O | . | -0.9 | . | 6 | 1.0&-2.3 | 4 | . | 4 | -3 | 2
CC1CCN(C(=O)CSc2nnc(Cn3c(=O)sc4ccccc43)n2C)CC1 | 18 | 0.2 | -3 | -4 | -0.8 | 0 | 0.1 | -2 | -3 | 1
N#Cc1c(-c2cccc(F)c2)cc(-c2ccccc2)nc1Br | 42 | -1.2 | -5 | 4 | 0.5 | 3 | 0.7 | 1 | 16 | 7
Cc1ccc(C)c(OCCNc2ccc([N+](=O)[O-])cn2)c1 | . | -4.0 | -7 | 1 | -0.7 | -2 | -0.1 | 16 | -8 | 0

Screening results from PubChem.
